Screening results: PubChem BioAssay, Sanford-Burnham Center for Chemical Genomics
SENP7 block = inhibitors of human SENP7 protease. Q9BQF6. recombinant SENP7, Z-RLRGG-aminoluciferin luminescence, 40 min. inhibition, % at 5 µM. 1.5% of 330,000 active;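 active means inhibition above about 50% at the single test dose, limit read from the data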;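 further: plate controls were DMSO with enzyme for no effect and no enzyme buffer wells for full effect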
Target sequence (Q9BQF6 706-1050 limits assumed): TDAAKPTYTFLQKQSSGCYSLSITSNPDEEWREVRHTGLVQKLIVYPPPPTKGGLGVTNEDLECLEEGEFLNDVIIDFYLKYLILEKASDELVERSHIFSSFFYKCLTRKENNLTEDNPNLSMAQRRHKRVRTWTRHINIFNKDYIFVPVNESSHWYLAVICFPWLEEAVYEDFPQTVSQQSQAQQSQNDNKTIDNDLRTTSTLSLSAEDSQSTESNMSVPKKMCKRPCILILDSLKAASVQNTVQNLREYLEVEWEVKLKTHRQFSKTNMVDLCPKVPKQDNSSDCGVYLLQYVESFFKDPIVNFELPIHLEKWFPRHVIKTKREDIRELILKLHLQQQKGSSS
MPTP inh = inhibitors of mitochondrial permeability transition pore | isolated mouse mitochondria, Ca2+ swelling absorbance, 30 min | 1.4% of 360,000 active | AID 602449 | inhibition, % at 10 µM;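 active means inhibition of 50% or more, scaled per plate between neutral and stimulator controls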;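 further: 0% = DMSO wells given calcium and 100% = 1 mM EGTA wells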
PfG6PD inh = PfG6PD (Plasmodium falciparum) enzyme inhibition. PfGluPho enzyme, NADPH resazurin-diaphorase fluorescence. inhibition, % at 20 µM. 0.78% of 350,000 active. AID 504690;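 active means inhibition reaching at least a set limit at 20 µM in the primary screen, cut at about 59% in these data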;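 further: 0% = DMSO wells with substrate and 100% = DMSO wells lacking glucose-6-phosphate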
SENP8 inh = inhibitors of human SENP8 protease; recombinant SENP8, Nedd8 substrate fluorescence; inhibition, % at 20 µM; 0.64% of 360,000 active; AID 602440; in the data active means inhibition mostly above about 40%, no sharp cut-off; inactive means mostly below about 27%
Target sequence (Q96LD8 whole entry, looked up): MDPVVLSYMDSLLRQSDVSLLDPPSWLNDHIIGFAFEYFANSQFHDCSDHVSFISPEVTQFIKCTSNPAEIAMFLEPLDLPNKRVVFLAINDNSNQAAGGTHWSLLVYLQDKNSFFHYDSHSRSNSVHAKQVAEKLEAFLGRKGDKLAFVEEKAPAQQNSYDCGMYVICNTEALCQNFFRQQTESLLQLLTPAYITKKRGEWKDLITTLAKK
GRIN3A LBD mod = NR3A (human) ligand-binding domain modulation; AID 1259313; NR3A LBD differential scanning fluorimetry, Tm shift; 0% = protein alone, 100% = glycine-bound protein; Tm shift relative to glycine control, % at 25 µM; 2.5% of 340,000 active;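 active means melting temperature shift of at least 10% of the positive control shift, at one fixed dose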
SENP6 block = inhibitors of human SENP6 protease | 1.8% of 330,000 active | Recombinant SENP6 catalytic domain, aminoluciferin luminescence | Q9GZR1 | inhibition, % at 10 µM | AID 2599;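 active means inhibition above about 50% at the single tested dose, limit read from the data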;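 further: plate controls were DMSO wells with enzyme for no effect and DMSO wells lacking enzyme for full effect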
Target sequence (Q9GZR1 628-1112 limits assumed): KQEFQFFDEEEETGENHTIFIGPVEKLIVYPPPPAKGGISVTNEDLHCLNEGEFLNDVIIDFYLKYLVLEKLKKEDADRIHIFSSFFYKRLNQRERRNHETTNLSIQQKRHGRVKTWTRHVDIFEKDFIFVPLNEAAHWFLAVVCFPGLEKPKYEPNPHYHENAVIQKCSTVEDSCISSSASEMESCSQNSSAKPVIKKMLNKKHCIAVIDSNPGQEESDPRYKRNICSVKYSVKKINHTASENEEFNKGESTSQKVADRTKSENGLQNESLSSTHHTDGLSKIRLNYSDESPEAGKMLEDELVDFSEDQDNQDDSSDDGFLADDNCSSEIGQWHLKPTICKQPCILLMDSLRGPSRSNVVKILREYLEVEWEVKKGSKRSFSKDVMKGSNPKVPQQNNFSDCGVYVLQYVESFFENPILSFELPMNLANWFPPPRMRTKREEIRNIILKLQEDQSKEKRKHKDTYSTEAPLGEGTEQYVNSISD
ATG4B inhibitor = inhibitors of human ATG4B cysteine protease. 0.51% of 340,000 active. ATG4B cleavage of LC3-PLA2, NBD-HPC fluorescence, 1 h. Q9Y4P1. inhibition, % at 8.33 µM. AID 504462; in the data active means inhibition above about 40%
HKDC1 inh = inhibitors of human hexokinase HKDC1 | Q2TB90 | inhibition, % at 20 µM | recombinant HKDC1, G6PDH/diaphorase resazurin coupled fluorescence | 0.16% of 340,000 active;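 active means inhibition above about 35% when tested at 20 µM, limit read from the data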;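 further: plate controls were DMSO wells with enzyme for no effect and DMSO wells lacking enzyme for full effect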
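Incubation: 90 min at room temperature in dark / Material: recombinant HKDC1 (HK5) hexokinase enzyme, produced in-house / Quantity: enzyme 5 µg/mL final / Compound: one dose of 20 µM, 1% DMSO / Reagent: glucose and ATP substrates / Buffer or medium: Tris pH 8.0 buffer with MgCl2, Tween-20, BSA, BME / Technique: resorufin fluorescence at 613 nm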
* marks the source's active call; other numbers are inactive results; / = no result given. Not a hit list; about 6.9% have a hit in one of these screens.

SMILES	SENP7 block	MPTP inh	PfG6PD inh	SENP8 inh	GRIN3A LBD mod	SENP6 block	ATG4B inhibitor	HKDC1 inh
Cc1cc(-n2c(=O)c(C#N)cc3c(=O)n4ccccc4nc32)no1	0	0.7	10	-296	0	-10	-10	2
NC(=O)N/N=C1\c2ccccc2-c2c(C(N)=O)cccc21	-1	0.0	-3	18	-4	-10	-8	-2
CC(C)(C)OC(=O)N1CCC(C(=O)Nc2cccc(C(=O)NCCCCc3ccccc3)c2)CC1	/	6.6	0	2	-4	/	-6	-7
CCNC(=S)NNC(=O)c1cc(-c2ccc(OC)cc2)nc2ccccc12	95*	4.4	23	-415	-12	93*	-7	-11
O=C(NCCO[N+](=O)[O-])c1cccnc1	-7	1.2	4	20	-1	2	-1	-15
CNC(=O)C1=C(C)Nc2nc3ccccc3n2C1c1ccc(F)cc1 (stereo unspecified)	-1	-0.5	-1	-1	1	-13	2	-4
COc1ccc(C=O)cc1COc1ccc([N+](=O)[O-])c(C)c1	2	0.4	15	17	-4	-16	12	-2
COc1ccc(OC)c(S(=O)(=O)N2CCCc3ccccc32)c1	4	-1.8	-2	31	1	-3	2	-10
Cn1cc(C(=O)c2cccc(Cl)c2Cl)cc1C(=O)O	-1	-0.3	-19	30	-4	1	-3	-3
CCCc1cc(=O)[nH]c(SCC(=O)N2CCCCCC2)n1	9	0.0	-6	11	1	2	0	-3
COc1ccccc1N1CCN(C(=O)Cc2c(C(=O)O)[nH]c3ccc(Cl)cc23)CC1	1	-0.1	-38	10	0	-2	11	11
COc1ccc(CNC(=O)c2c(F)c(F)c(F)c(F)c2F)cc1	5	-0.9	4	14	1	-5	-11	0
Cc1cccc(C)c1OCC(O)CN1CCC(CN2C(=O)c3cccc4cccc(c34)C2=O)CC1 (stereo unspecified)	-12	62*	-6	-171	-3	-29	36	-4
CC(Sc1nnnn1-c1cccc(F)c1)C(=O)NC1CCCC1 (stereo unspecified)	-1	-1.3	13	17	-1	13	-5	-5
CCc1nnc(NC(=O)C2CCCN2C(=O)Nc2ccccc2)s1 (stereo unspecified)	-5	0.3	10	6	-1	12	-6	-10
CCCCN1CC(=O)N2Cc3[nH]c4ccccc4c3C[C@H]2C1=O	-5	-0.3	-9	-16	-1	5	-6	-1
CCCNC1=C(N(C(C)=O)c2cccc(F)c2)C(=O)c2ccccc2C1=O	/	0.9	20	28	-2	/	-7	19
c1ccc(Cn2nnnc2CN2CCCC2)cc1	-13	0.2	2	8	1	-14	-5	-10
COc1ccccc1C(=O)NC(=S)Nc1ccc(S(=O)(=O)N2CCN(C)CC2)cc1	-5	-1.0	-8	21	3	-3	4	2
COc1cccc(/C=C2/Sc3ccc(C(=O)NCCCN4CCCC4)cc3NC2=O)c1	-11	-1.1	-19	-74	-2	-3	14	9

The last 3 records of the part above are carried over, then new ones follow:
SMILES	SENP7 block	MPTP inh	PfG6PD inh	SENP8 inh	GRIN3A LBD mod	SENP6 block	ATG4B inhibitor	HKDC1 inh
c1ccc(Cn2nnnc2CN2CCCC2)cc1	-13	0.2	2	8	1	-14	-5	-10
COc1ccccc1C(=O)NC(=S)Nc1ccc(S(=O)(=O)N2CCN(C)CC2)cc1	-5	-1.0	-8	21	3	-3	4	2
COc1cccc(/C=C2/Sc3ccc(C(=O)NCCCN4CCCC4)cc3NC2=O)c1	-11	-1.1	-19	-74	-2	-3	14	9
Cc1ccnc(NC(=O)CCC(=O)N(CC(=O)NCCc2ccccc2)Cc2ccco2)c1	/	-3.2	-4	14	0	/	-4	-2
Clc1cccc(-c2ccc(C=Nc3ccc(N4CCOCC4)cc3)o2)c1	/	28	18	-179	-35	/	-1	2
O=C(N/N=C/c1cccs1)c1cc(-c2cccc3ccccc23)n[nH]1	-1	6.4	21	17	2	8	18	-10
CN1N=C(C(=O)N2CCCC(Nc3ccc(F)c(F)c3)C2)CCC1=O (stereo unspecified)	0	-0.6	15	3	5	0	4	-6
O=C(c1ccccc1)N1CCN(CC(O)COC2CCCCC2)CC1 (stereo unspecified)	3	7.5	8	2	-4	-12	-4	-4
Cc1nc(C(=O)Nc2ccc(F)cc2)nn1-c1ccc([N+](=O)[O-])cc1	6	1.3	10	9	2	6	1	0
CCN(CC(=O)Nc1cc(Cl)ccc1C)C(=O)c1ccc(N2CCCC2=O)cc1	-2	-1.8	-3	16	0	7	-10	-8
CCC1(C)Cc2c(sc(NC(=O)CCC(=O)O)c2C#N)CO1 (stereo unspecified)	-1	-1.4	-7	17	2	-13	-7	-9
CCc1ccc(CN(C)C(=O)c2cc(COc3cccc(C(F)(F)F)c3)on2)nc1	11	-0.3	20	5	-1	2	-3	7
CC(C)(C)c1ccc(NC(=O)CON=C(N)c2ccccc2)cc1	-13	0.8	18	8	-1	-16	0	-4
O=C1N(C2CCCC2)C[C@@H]2C[C@@H](c3cn[nH]c3-c3ccc(Cl)cc3)N3CCC[C@@]123	4	4.5	12	14	-1	8	1	-5
O=C(Nc1c2c(nn1-c1ccc(F)cc1)CS(=O)(=O)C2)c1ccc(S(=O)(=O)N2CCOCC2)cc1	2	-0.7	-3	7	1	0	5	-10
Cc1nn(C(=O)c2cccc([N+](=O)[O-])c2)c(C)c1Sc1ccccc1	2	-3.8	38	12	1	16	-10	5
O=C(CCn1cnc2ccccc2c1=O)Nc1nc(-c2ccc(Br)cc2)cs1	4	0.6	4	6	2	-3	4	-15
Cc1[nH]c(=O)[nH]c(=O)c1Cc1cccc2ccccc12	2	-0.6	-3	19	0	-5	-7	-7
COc1ccc(/C=N/NC(=O)C2c3ccccc3-c3ccccc32)cc1	2	0.6	7	-18	-3	-2	5	-9
O=C(CSc1nnc(NC(=O)c2ccco2)s1)Nc1ccc(F)cc1F	-6	0.8	-18	-29	4	-14	-3	-4
CC(=O)Nc1ccc(NC(=O)[C@@H]2CCCC[C@@H]2C(=O)O)cc1	5	0.7	-7	12	0	-1	-9	-6
CCc1ccccc1OCCCCN1CCCCC1	-11	-1.6	1	19	-2	-40	-2	-6
CCc1cc(=O)oc2cc(OC(C)C(=O)O)c(Cl)cc12 (stereo unspecified)	-4	-1.4	-25	-228	1	-11	2	-4
O=C1CC(C(=O)Nc2ccccc2C(=O)O)C(c2ccccc2)O1 (stereo unspecified)	5	6.3	-11	-23	-2	3	1	-4
CC(=O)Cc1nsc(NC(=O)c2cc(-c3ccc(Cl)c(Cl)c3)oc2C)n1	0	32	-11	-7	-2	-2	-2	-4
COc1ccc(C(=O)NNC(=O)c2cc(C)nc3ccccc23)cc1	4	-3.1	-16	-3	-1	6	0	4
CCn1c(SCC(=O)c2ccc(O)c(O)c2)nnc1-c1ccccc1	4	-1.2	-7	11	2	-14	-3	-6
NC(=O)c1nsc(C(=O)N(Cc2ccc(F)cc2)C(C(=O)NC2CCCC2)c2ccco2)c1N (stereo unspecified)	2	-0.4	18	-303	-3	-3	9	4
CCOC(=O)c1cc(-c2cccs2)nn1CCC#N	3	-1.4	-23	28	0	6	-3	-2
O=C(OCC(=O)N1CCCCCC1)c1ccc(S(=O)(=O)N2CCOCC2)cc1	3	0.4	7	6	-1	8	-3	0
O=C(NCCc1c[nH]c2ccccc12)/C(=C\c1ccco1)NC(=O)c1ccco1	5	-1.5	2	18	0	3	-7	2
O=C(CSc1nc2cc(Cl)ccc2s1)NC(=O)NCc1ccco1	-5	1.9	-2	2	-1	-12	-4	9
Cc1ccc(Cn2c(NS(=O)(=O)c3ccccc3)nc3ccccc32)cc1	-5	3.5	-4	11	-1	-4	-9	2
CN(C)CCCNC(=O)C1(O)c2cc(Br)ccc2NC(=O)N1c1ccc(Cl)cc1 (stereo unspecified)	-7	-0.5	3	10	2	-35	2	-7
COc1cccc(OCCc2c(C)n[nH]c2C)c1	6	0.8	-17	5	-1	13	-2	-1
CC(C)Cn1c(N)c(C(=O)COC(=O)c2ccc3ccccc3n2)c(=O)n(C)c1=O	6	1.9	12	-1	0	-9	5	-3
CCN(CC)CCC#CC(O)(c1ccccc1)c1ccccc1	-3	0.0	3	18	-8	-35	-6	-7
CCOC(=O)/C(C#N)=C/c1cc2cc(C)c(C)cc2nc1Cl	3	0.4	17	-170	2	-1	-3	17
COc1ccc(OCC(=O)Nc2ccc(S(=O)(=O)Nc3nc(C)cc(C)n3)cc2)cc1	9	0.4	-31	-5	-2	3	12	7
O=C(CCc1nc2ccccc2c(=O)[nH]1)N1CCN(S(=O)(=O)c2cc(Cl)ccc2Cl)CC1	/	-0.5	1	22	4	/	-12	-4
C=CCN(C(=O)c1ccccc1)c1ccc(OC)cc1	-5	29	-14	-32	-1	-9	7	9
Cc1cc(C)c(S(=O)(=O)Nc2ccc[nH]c2=O)c(C)c1	5	-1.2	24	22	5	4	-3	1
CC(C)(C)CN1CCN(Cc2cc3ccccc3[nH]2)CC1CCO (stereo unspecified)	-2	0.0	-21	-43	-5	0	0	5
O=C(CN(C(=O)c1csnn1)c1ccc(Cl)cc1)NC1CCCC1	6	0.6	4	4	0	-8	-3	-6
CCOC(=O)c1c(-c2cccs2)csc1NC(=O)CN1CCOCC1	-1	-0.6	0	-22	23*	-6	-6	2
CC(C)c1ccc(-c2nnn(Cc3nc4ccccc4s3)n2)cc1	2	7.1	12	6	1	-3	0	0
CCN1C(=O)[C@H]2[C@@H](c3ccc(-c4ccccc4)cc3)N[C@@](Cc3ccccc3)(C(=O)OC)[C@H]2C1=O	-2	-0.1	-2	11	1	5	0	4
O=C(COC(=O)c1ccc(S(=O)(=O)N2CCOCC2)cc1)NC1CCCC1	8	-0.8	2	16	-1	-9	-8	-3
Cc1cccc(NC(=O)CCSc2nc(C)cc(C)n2)c1	5	0.9	17	4	-2	-8	7	-5
O=C(Oc1ccc(-c2ccccc2)cc1)c1ccco1	/	-1.9	6	20	1	/	2	2
Cc1cc(C)cc(NC(=O)CSc2nc3c(c(=O)[nH]2)CN(Cc2ccc(F)cc2)CC3)c1	6	-0.3	-18	-1	-17	-9	0	-1
Cc1ccccc1-n1nc2c(c1NC(=O)c1cccs1)CS(=O)(=O)C2	0	-3.2	9	9	-1	18	-4	0
COc1ccc(/C(C)=N/NC(=S)NCCc2ccccc2)c(O)c1	-5	6.9	-23	-13	23*	-6	0	-25
The results go on.
SMILES	SENP7 block	MPTP inh	PfG6PD inh	SENP8 inh	GRIN3A LBD mod	SENP6 block	ATG4B inhibitor	HKDC1 inh
COc1ccc(N2C(=O)CC(NNC(=O)c3cc(C)oc3C)C2=O)cc1 (stereo unspecified)	-1	-0.7	-6	27	0	-7	-6	-6
O=C(Nc1cccc(S(=O)(=O)N2CCOCC2)c1)C1CCN(S(=O)(=O)c2ccccc2)CC1	-5	-0.7	5	3	0	8	-15	5
COc1ccc(CCNc2ncnc3c2[nH]c2cc(OC)c(OC)cc23)cc1OC	7	5.3	29	-435	-8	-33	-17	11
Cc1nc2ccccc2nc1N1CCCCC1	/	-0.6	-14	-144	2	/	-6	-6
COCCn1c(C)cc(C(=O)COc2nc3ccccc3nc2C)c1C	-1	4.2	-21	-9	1	3	-3	0
COc1cccc(-n2cc(CN(C)Cc3nc(Cc4cccc(F)c4)no3)cn2)c1	5	-0.9	1	6	0	10	-11	1
O=C(NNc1nc2ccc(Cl)cc2s1)c1cc(-c2cccs2)nc2ccccc12	2	12	-20	-359	-5	-10	-1	-21
Clc1ccc(OCc2cc(-c3ccccc3)no2)cc1Cl	-7	2.7	1	9	-4	-19	9	10
CCN1C(=NCC2CC2)N[C@@H](c2cccc(C(F)(F)F)c2)C(C(=O)OC)=C1C	0	0.3	1	-23	0	-5	3	-1
CCN(CC)P(=O)(c1ccccc1)c1c(C)nc2ccccn12 (stereo unspecified)	8	1.8	0	-3	-1	-20	-3	-2
O=C(CN1C(=O)NC2(CCCCCC2)C1=O)N1CCC(Cc2ccccc2)CC1	2	-0.3	-14	11	0	4	20	-6
